SENP8 block-1 – blocks the human protease SENP8; Q96LD8; purified SENP8, Z-RLRGG-aminoluciferin cleavage, luminescence; inhibition, % at 10 µM; 330,000 tested, 1.2% active; AID 2540; in the data active means inhibition above about 50%
Target sequence (Q96LD8 whole entry, looked up): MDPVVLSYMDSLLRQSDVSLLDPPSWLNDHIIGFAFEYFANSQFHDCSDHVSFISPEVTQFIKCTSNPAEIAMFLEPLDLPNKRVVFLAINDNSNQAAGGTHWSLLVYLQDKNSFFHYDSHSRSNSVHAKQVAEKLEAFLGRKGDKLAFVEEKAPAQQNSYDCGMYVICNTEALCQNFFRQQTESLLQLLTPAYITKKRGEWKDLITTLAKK
Apaf-1 inh – inhibitors of human Apaf-1 apoptosome. O14727. 330,000 tested, 0.71% active. inhibition, % at 20 µM. reconstituted apoptosome caspase-3 activity, DEVD-Rh110 fluorescence; active means inhibition of at least 40% at 20 µM;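 further: plate controls were DMSO wells for no effect and DEVD-CHO caspase inhibitor wells for full effect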
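Material: cell-free apoptosome with Apaf-1, procaspase-3 and caspase-9; Buffer or medium: Hepes pH 7.5 with detergent and BSA; Reagent: cytochrome c trigger plus (Z-DEVD)2-Rh110 caspase-3 substrate; Times: compound with Apaf-1, dATP, procaspase-3 30 min, then 50 min reaction, room temperature; Technique: Rh110 fluorescence intensity.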
APOBEC3G inh – APOBEC3G (human) deaminase inhibition; Q9HC16; recombinant A3G, ssDNA deamination FAM/TAMRA fluorescence; inhibition, % at 20 µM; 330,000 tested, 0.28% active;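 active means inhibition of at least 40% at 20 µM, with no more than 30% in the related APOBEC3A deaminase screen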;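 further: plate controls were DMSO wells with A3G for no effect and wells lacking A3G enzyme for full effect; some compounds called inactive have numbers as strong as hits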
SENP7 block – inhibitors of human SENP7 protease; recombinant SENP7, Z-RLRGG-aminoluciferin luminescence, 40 min; AID 434973; 330,000 tested, 1.5% active; inhibition, % at 5 µM; Q9BQF6;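 active means inhibition above about 50% at the single test dose, limit read from the data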;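 further: plate controls were DMSO with enzyme for no effect and no enzyme buffer wells for full effect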
Target sequence (Q9BQF6 706-1050 limits assumed): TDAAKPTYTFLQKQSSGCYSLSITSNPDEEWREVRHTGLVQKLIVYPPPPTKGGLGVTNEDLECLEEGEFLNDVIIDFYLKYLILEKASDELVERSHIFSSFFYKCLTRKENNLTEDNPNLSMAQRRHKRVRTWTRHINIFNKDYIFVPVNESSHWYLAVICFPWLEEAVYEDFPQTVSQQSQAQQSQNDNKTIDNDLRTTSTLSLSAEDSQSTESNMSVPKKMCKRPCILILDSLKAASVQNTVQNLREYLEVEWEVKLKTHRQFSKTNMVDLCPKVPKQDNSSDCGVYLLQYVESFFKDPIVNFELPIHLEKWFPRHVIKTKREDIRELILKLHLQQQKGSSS
SENP1 inh – SENP1 (human) catalytic domain inhibition; AID 624204; inhibition, % at 10 µM; 360,000 tested, 0.21% active; recombinant SENP1 catalytic domain, CyPet-SUMO1-YPet FRET cleavage;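 active means inhibition at least 30% at 10 µM, raw YFP signal under a set limit, fluorescence ratio 0.5 to 1.5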;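 further: 0% = enzyme with DMSO and 100% = no enzyme wells; some results filed as inactive read as strong as hits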
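Material: hSENP1 catalytic domain, recombinant; medium: Tris pH 8 with BME, BSA, NP40 and catalase; compound: single concentration of 10 µM compound, 0.5% DMSO final; technique: FRET read of cyan and yellow fluorescence; timing: 50 min enzyme reaction, room temperature, light-protected; reagent: SFCypet-SUMO1-SFYpet substrate at 25 nM; control set: no-enzyme low, enzyme-DMSO high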
SENP8 block-2 – blocks human SENP8 cleavage of Nedd8 substrate. Q96LD8. recombinant SENP8, Nedd8 substrate fluorescence. inhibition, % at 20 µM. 360,000 tested, 0.64% active. AID 602440; in the data active means inhibition mostly above about 40%, no sharp cut-off; inactive means mostly below about 27%
SENP6 block – SENP6 protease inhibition; AID 2599; inhibition, % at 10 µM; 330,000 tested, 1.8% active; Recombinant SENP6 catalytic domain, aminoluciferin luminescence;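 active means inhibition above about 50% at the single tested dose, limit read from the data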;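 further: plate controls were DMSO wells with enzyme for no effect and DMSO wells lacking enzyme for full effect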
Target sequence (Q9GZR1 628-1112 limits assumed): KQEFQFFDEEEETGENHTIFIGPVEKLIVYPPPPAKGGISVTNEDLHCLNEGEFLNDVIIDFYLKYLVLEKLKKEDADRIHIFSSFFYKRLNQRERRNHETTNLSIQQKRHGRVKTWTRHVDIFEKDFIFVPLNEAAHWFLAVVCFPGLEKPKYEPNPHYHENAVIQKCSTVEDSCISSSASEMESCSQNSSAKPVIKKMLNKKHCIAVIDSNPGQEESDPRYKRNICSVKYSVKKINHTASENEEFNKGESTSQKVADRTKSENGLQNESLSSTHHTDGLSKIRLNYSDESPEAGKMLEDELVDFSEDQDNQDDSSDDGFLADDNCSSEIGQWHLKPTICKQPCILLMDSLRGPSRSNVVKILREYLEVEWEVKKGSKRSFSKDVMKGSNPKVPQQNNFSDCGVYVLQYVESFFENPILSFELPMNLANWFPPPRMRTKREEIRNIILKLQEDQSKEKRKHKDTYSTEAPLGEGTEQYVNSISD
UBC13 polyUb – blocks human UBC13 polyubiquitin chain formation. P61088. TR-FRET. inhibition, % at 20 µM. 330,000 tested, 0.47% active. AID 485273; in the data active means inhibition above about 45%, passing the limit was not always enough; inconclusive means no clear call, values can overlap the other calls
Numbers without * were called inactive; ? = inconclusive; / = not tested or not shown.

SMILES	SENP8 block-1	Apaf-1 inh	APOBEC3G inh	SENP7 block	SENP1 inh	SENP8 block-2	SENP6 block	UBC13 polyUb
Cc1ccc(OCC(=O)N2CCN(Cc3ccc([N+](=O)[O-])cc3)CC2)cc1	-3	-16	-6	7	1	26	-8	5
Cc1nc2c(-c3ccccc3)c(C)nn2c(C)c1CCC(=O)N1CCC2(CC1)OCCO2	2	17	5	-9	-1	-73	5	-12
CN1C(=O)C(Cc2ccsc2)C(=O)N(C)C1=O	5	13	-4	1	0	47*	0	-39
CCn1c(C)cc(/C=C2\C(=O)NC(=O)N(c3ccccc3C)C2=O)c1C	2	-10	-5	2	0	4	19	-9
O=c1c2ccccc2nc(/C=C/c2ccccn2)n1-c1ccccc1	-18	-1	-3	-22	1	-2	-5	0
CCCCOC(=O)C1=C(N)OC2=C(C(=O)CC(C)(C)C2)[C@]12C(=O)N(C)c1ccccc12	-7	8	-5	-5	1	11	-11	5
CCC(C)C1NC(=O)C(C(C)=O)=C1O (centres undefined)	-1	-1	-6	4	0	32	3	-11
C[C@]12CCC3C(CC[C@H]4C[C@@H](O)CC[C@]34C)C1C[C@@H](O)[C@]2(C)O (some centres undefined)	-7	0	-2	6	-2	12	14	5
O=C(Nc1ccccc1)c1c(O)[nH]c(=O)[nH]c1=O	-4	-11	-5	6	2	8	-11	-2
C[C@H](NC(=O)N1C[C@H]2C[C@@H](C1)c1cccc(=O)n1C2)C(=O)Nc1cccc(F)c1	2	-4	-5	-1	1	29	-8	3
CCN(CC)S(=O)(=O)c1cccc(N=Nc2c(O)n(CC)c(=S)n(CC)c2=O)c1	11	15	-2	4	0	40	-1	-33
O=P1(Oc2ccccc2)CC=C[C@H](COCc2ccccc2)O1 (some centres undefined)	-12	-6	-11	2	0	15	-25	2
N#CCCn1cc(C(=O)NCc2ccccc2)c(-c2ccc3c(c2)OCCO3)n1	-3	1	-6	0	1	7	6	-2
COc1cc2c(cc1OC)C(C)NCC2 (centres undefined)	1	-3	-2	-6	2	-5	2	5
COc1cc2c(cc1OC)[C@H]1C(=O)c3ccc4c(c3O[C@H]1CO2)C[C@@H](C(C)(C)O)O4	-11	11	-11	-6	-9	-90	-17	-25
Oc1ccccc1-[n+]1c(-c2ccccc2)cc(-c2ccccc2)cc1-c1ccccc1	-6	0	-5	3	16	31	-12	9
Fc1ccc(C2N3CCCN23)cc1 (centres undefined)	-2	3	-3	4	2	16	-40	2
Cc1cc(C=O)c(C)n1C(C)C	-9	6	3	-3	2	16	-14	-10
Cc1cccc(-n2c(CN3C(=O)c4ccccc4C3=O)nc3ccccc3c2=O)n1	-11	-2	-5	-12	1	26	-14	-8
Cc1ccc(N=C(N(C)C)P(=O)(N(C)C)N(C)C)cc1	0	-2	-1	6	-2	13	-10	-5
CCOC(=O)Cc1csc(NC(=O)c2c(O)c3ccccc3n(CCC(C)C)c2=O)n1	1	1	0	4	3	-16	17	-24
CCN1CCN(c2cn[nH]c(=O)c2Cl)CC1	0	-7	0	-2	-1	10	-24	-2
COC(=O)C1=C(c2cccc(OCc3ccccc3)c2)C[C@@H]2CC[C@H]1N2C(=O)NCc1cc(C)oc1C(F)(F)F	4	14	-5	3	1	1	-2	-4
CCOc1ccc(N2C(=O)/C(=C/c3ccc(C)o3)C(=O)NC2=S)cc1	0	1	31	-7	-10	2	9	-36
CSc1nnc(C2CCNCC2)n1C	2	-3	0	1	1	16	0	-1
C[C@]12CCC3C(CC[C@H]4C[C@H](OC(=O)c5cccnc5)CC[C@]34C)C1CCC2=O (some centres undefined)	-19	20	-12	-5	2	9	-13	10
CC(Cc1ccccc1)NCc1ccccc1O (centres undefined)	-2	-7	0	-8	-1	8	-10	0
O=[N+]([O-])c1c2ccccc2cc2ccccc12	1	4	-13	-5	0	3	27	5
Cc1c2cnn(CC(=O)N3CCC4(CC3)OCCO4)c(=O)c2c(C)n1Cc1ccccc1	-2	-3	-5	-2	-1	-10	-2	5
COC(=O)c1cccc(NC(=O)N2C[C@H]3C[C@@H](C2)c2cccc(=O)n2C3)c1	-5	-3	-2	13	0	24	-23	-8

By substructure, those above with a carbonyl joined to an NH by a bond outside any ring (6)
SMILES	SENP8 block-1	Apaf-1 inh	APOBEC3G inh	SENP7 block	SENP1 inh	SENP8 block-2	SENP6 block	UBC13 polyUb
O=C(Nc1ccccc1)c1c(O)[nH]c(=O)[nH]c1=O	-4	-11	-5	6	2	8	-11	-2
C[C@H](NC(=O)N1C[C@H]2C[C@@H](C1)c1cccc(=O)n1C2)C(=O)Nc1cccc(F)c1	2	-4	-5	-1	1	29	-8	3
N#CCCn1cc(C(=O)NCc2ccccc2)c(-c2ccc3c(c2)OCCO3)n1	-3	1	-6	0	1	7	6	-2
CCOC(=O)Cc1csc(NC(=O)c2c(O)c3ccccc3n(CCC(C)C)c2=O)n1	1	1	0	4	3	-16	17	-24
COC(=O)C1=C(c2cccc(OCc3ccccc3)c2)C[C@@H]2CC[C@H]1N2C(=O)NCc1cc(C)oc1C(F)(F)F	4	14	-5	3	1	1	-2	-4
COC(=O)c1cccc(NC(=O)N2C[C@H]3C[C@@H](C2)c2cccc(=O)n2C3)c1	-5	-3	-2	13	0	24	-23	-8

(continued)
SMILES	SENP8 block-1	Apaf-1 inh	APOBEC3G inh	SENP7 block	SENP1 inh	SENP8 block-2	SENP6 block	UBC13 polyUb
CCOc1cc2c(cc1OCC)-n1cccc1C(c1cc(OC)ccc1F)NC2 (centres undefined)	-7	12	-2	2	1	10	-9	12
CC(=O)NCC(=O)Nc1ccc(Br)cc1C(=O)c1ccccc1	-4	-13	-3	13	0	9	-12	-4
COc1cc2c(cc1OC)C(C(=O)N1CCC3(CC1)OCCO3)C(c1ccccc1F)N(C)C2=O (centres undefined)	3	-2	-2	0	1	10	-14	3
Cc1oc(-c2ccccc2Cl)nc1CN1C(=O)CN=C(c2ccccc2)c2ccccc21	-8	28	-6	-1	3	15	-19	9
CSc1ccc(CN2CCN(c3ccccc3C)CC2)cc1	10	15	-3	-1	1	16	-5	-7
[N-]=[N+]=NCCN1CCC(O)CCC1=O (centres undefined)	-4	1	7	-4	-2	6	-3	7
COC(=O)C1=C(c2ccc(F)cc2OCc2ccccc2)C[C@@H]2CC[C@H]1N2C(=O)NCc1ccc2c(c1)OCO2	0	18	-9	6	0	5	0	2
CC[C@H]1CN(C)C[C@@]2(C(=O)OC)Cc3c([nH]c4ccccc34)C(=O)C[C@@H]12	-10	2	-8	17	-11	29	-10	-5
CCS(=O)(=O)NCc1nnc2n1-c1ccc(Cl)cc1C(c1ccccc1)=NC2	-10	0	-7	2	-2	10	-6	6
Cn1c(O)c(/C=C/C=Nc2ccccc2)c(=O)n(C)c1=O	-8	-8	-2	-2	-24	21	-1	-24
c1ccc(CCNCc2cccs2)cc1	12	-3	-3	-2	0	11	-46	5
Cc1ccc(-c2nc3ccccc3c(=O)n2-c2ccccn2)cc1	-6	-25	-1	1	0	-22	-29	8
CN(C)CCN=Cc1c(O)n(Cc2ccc3c(c2)OCO3)c(=S)[nH]c1=O	6	-10	-8	4	1	17	-6	-2
Cc1ccc(NP(=O)(Nc2ccc(C)cc2)Oc2ccccc2)cc1	-2	6	-12	-7	3	17	-9	9
Cc1[nH]c2ccccc2c1C1=CCNCC1	-5	10	-5	4	-7	23	4	-3
O=C(Cc1ccc(Cl)c(Cl)c1)NCC1(N2CCOCC2)CCCCC1	-2	8	0	3	2	22	3	2
COc1ccccc1CC1/C(=N/O)C2CCN1CC2 (centres undefined)	-5	-6	1	-8	0	7	-25	3
COP(=O)(OC)C(NC(C)=O)C(Cl)(Cl)Cl (centres undefined)	10	-12	-11	6	3	6	-9	7
Cc1ccc(OCC(=O)NCCN2CCN(C(=O)COc3ccc(C)cc3)CC2)cc1	-11	5	2	-7	2	4	-17	-6
OC(CNCCc1c[nH]c2ccccc12)C(F)(F)F (centres undefined)	-2	-7	2	-4	4	8	1	4
O=C(c1cc(S(=O)(=O)N2CCCCC2)ccc1F)N1CCC2(CC1)OCCO2	-1	-21	-9	8	3	0	5	-4
CNC(=O)Oc1ccc(-c2cn3cc(C)ccc3n2)cc1	67*	6	-8	79*	2	-300	81*	15
CC(Cl)(Cl)/C(=N/P(=S)(N1CCOCC1)N1CCOCC1)N1CCOCC1	-7	8	3	-2	1	6	-19	0
Cc1c(C)c2ccc(OCC(=O)N3CCN(Cc4ccccc4)CC3)cc2oc1=O	-2	-9	-5	7	3	9	-2	13
CN1OCC2Cn3c(nc4ccccc43)C21 (centres undefined)	-3	-2	-5	3	1	0	-13	3
CCOC(=O)c1ccc2[nH]c(-c3ccc(S(=O)(=O)F)cc3)cc(=O)c2c1	-4	4	9	-8	-28	-262	-19	-3
NC(N)=N/N=C/c1cn(-c2ccccc2)nc1-c1cccs1	-24	41*	-10	-5	3	-70	-18	79*
CSc1nnc([C@@H](N)Cc2c[nH]c3ccccc23)o1	4	-4	4	9	-2	16	-8	0
Clc1ccccc1CN1CCN(c2cccc3[nH]ccc23)CC1	-13	5	-3	-6	0	2	-11	-3
CC(C)OP(=O)(OC(C)C)C(O)c1cccnc1 (centres undefined)	1	-2	-2	5	0	21	11	-3
CCC(=O)N1CC(=O)Nc2ccc(Br)cc2C1c1ccccc1 (centres undefined)	7	-5	0	-2	2	8	5	8
C#C[C@@]1(O)CCC2C3CCC4=C/C(=N/OCC(=O)NC(CCC(N)=O)C(=O)O)CC[C@]4(C)C3CC[C@@]21C (some centres undefined)	-11	0	-10	-6	1	14	-21	-6
CCc1c(C)nc(N)nc1N1N=C1SCC(=O)OC	-1	5	1	6	1	6	-2	-1
COC(=O)C1=C(c2ccc(OC(F)(F)F)cc2)C[C@@H]2CC[C@H]1N2C(=O)NCC1CC1	-11	10	-8	-19	0	13	2	-12
NC1=C([N+](=O)[O-])C(c2ccc3c(c2)OCO3)c2c(c3ccccc3oc2=O)O1 (centres undefined)	-1	-2	-6	-3	/	/	-15	-12
CC(C)[C@@]1(NC(=O)[C@@H]2C[C@@H]3c4cccc5[nH]cc(c45)C[C@H]3N(C)C2)O[C@@]2(O)[C@@H]3CCCN3C(=O)[C@H](Cc3ccccc3)N2C1=O	12	23	-2	7	7	-85	5	24
CCOC(=O)C(=O)NC1CCSC1=O (centres undefined)	-6	-6	-5	7	3	16	-9	-4
NS(=O)(=O)c1ccc(N=Cc2c(O)n(-c3ccccc3)c(=O)[nH]c2=O)cc1	5	-5	-1	3	0	-65	13	-2
CCCC[n+]1cc(=N)o[n-]1	1	1	-2	4	2	24	-5	-2
Cn1c(=O)n(C)c2cc([N+](=O)[O-])c(N3CCNCC3)cc21	-2	-1	-1	-11	3	11	-17	-22
CCCC1=C(C(=O)OCC)C2(C(=O)Nc3ccc(C)cc32)C(C#N)=C(N)O1 (centres undefined)	-5	4	-7	-4	-2	7	-7	-6
CNC(C)Cc1ccccc1 (centres undefined)	8	-2	-3	6	-6	-4	-4	-12
C[n+]1c(-c2ccccc2)c2cc(N)ccc2c2ccc(N)cc21	93*	98*	52	95*	4	95*	82*	-186
C=Cn1ccnc1P(=S)(c1ccc(N(C)C)cc1)c1nccn1C=C	-9	1	-5	6	2	9	-15	-7
C[N+]1(C)CCN(c2ccccc2)CC1	5	-8	27	-2	1	11	2	-4
COc1ccccc1NC(=O)c1cn(CCC#N)nc1-c1ccc(F)cc1	11	2	-3	-1	-2	4	0	?
COc1ccccc1N(CC(=O)NC1CCCCC1)C(=O)c1cnn(C(C)C)c1	-9	1	0	-6	0	5	-13	-6
CN1C(=O)N(C)C(=O)C2(Cc3cc(N)ccc3N3CCN(c4ccccc4F)CC32)C1=O (centres undefined)	0	24	-7	-6	/	/	36	-6

Bioassay records (PubChem BioAssay)

Some of the compounds tested; the hit share may differ from the screen's.
